HEK293 tox: cytotoxicity counter-screen for GLP-1 receptor inverse agonists; HEK293 cAMP-luciferase reporter cells, luminescence, 24 h; Potency, µM (titrated, usually from 38.3 µM), without a hit: top-dose activity change, negative = inhibition, usual class: inhibitors; hit rate 0.13% among 410,000;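 further: loss of luciferase light is scored as toxicity; potency means the concentration at half of the fitted maximal effect; on the % scale 0 is the no-effect control and ±100 the full control effect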
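A 23 nL compound transfer followed 12 hours of cell culture at 37 deg C; exposure then lasted 24 hr. Luciferase assay detection reagent was dispensed and plates read for luminescence after a 12 min room-temperature wait.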
GLP-1R inv ag: GLP-1 receptor (human) inverse agonism; P43220; hit rate 1.6% among 410,000; AID 624417; HEK293 GLP-1R CRE-luciferase, luminescence, 24 h; GLP-1R form is constitutively active; Potency, µM (top dose mostly 38.3 µM), without a hit: top-dose activity change, negative = inhibition, hits mostly inhibitors; further: potency means the concentration at half of the fitted maximal effect; on the % scale 0 is the no-effect control and ±100 the full control effect; nearly all actives have a fitted effect of over 55% in size
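HEK293 cells stably co-expressing a cAMP-responsive luciferase reporter and constitutively active GLP-1R were seeded, incubated 12 h, then exposed to compounds for 24 h at 37 C. Luminescence was read 12 min after detection reagent; inverse agonists lower signal.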
WRN helicase inh: blocks human WRN helicase | hit rate 0.46% among 360,000 | WRN helicase unwinding, fluorescent forked duplex, kinetic | Potency, µM (series often up to 114 µM), inactives show top-dose activity change, negative = inhibition, actives largely listed as inhibitors | AID 651768 | Q14191; further: potency means the concentration at half of the fitted maximal effect; on the % scale 0 is the no-effect control and ±100 the full control effect; nearly all actives have a fitted effect of over 55% in size
Target sequence (Q14191 whole entry, looked up): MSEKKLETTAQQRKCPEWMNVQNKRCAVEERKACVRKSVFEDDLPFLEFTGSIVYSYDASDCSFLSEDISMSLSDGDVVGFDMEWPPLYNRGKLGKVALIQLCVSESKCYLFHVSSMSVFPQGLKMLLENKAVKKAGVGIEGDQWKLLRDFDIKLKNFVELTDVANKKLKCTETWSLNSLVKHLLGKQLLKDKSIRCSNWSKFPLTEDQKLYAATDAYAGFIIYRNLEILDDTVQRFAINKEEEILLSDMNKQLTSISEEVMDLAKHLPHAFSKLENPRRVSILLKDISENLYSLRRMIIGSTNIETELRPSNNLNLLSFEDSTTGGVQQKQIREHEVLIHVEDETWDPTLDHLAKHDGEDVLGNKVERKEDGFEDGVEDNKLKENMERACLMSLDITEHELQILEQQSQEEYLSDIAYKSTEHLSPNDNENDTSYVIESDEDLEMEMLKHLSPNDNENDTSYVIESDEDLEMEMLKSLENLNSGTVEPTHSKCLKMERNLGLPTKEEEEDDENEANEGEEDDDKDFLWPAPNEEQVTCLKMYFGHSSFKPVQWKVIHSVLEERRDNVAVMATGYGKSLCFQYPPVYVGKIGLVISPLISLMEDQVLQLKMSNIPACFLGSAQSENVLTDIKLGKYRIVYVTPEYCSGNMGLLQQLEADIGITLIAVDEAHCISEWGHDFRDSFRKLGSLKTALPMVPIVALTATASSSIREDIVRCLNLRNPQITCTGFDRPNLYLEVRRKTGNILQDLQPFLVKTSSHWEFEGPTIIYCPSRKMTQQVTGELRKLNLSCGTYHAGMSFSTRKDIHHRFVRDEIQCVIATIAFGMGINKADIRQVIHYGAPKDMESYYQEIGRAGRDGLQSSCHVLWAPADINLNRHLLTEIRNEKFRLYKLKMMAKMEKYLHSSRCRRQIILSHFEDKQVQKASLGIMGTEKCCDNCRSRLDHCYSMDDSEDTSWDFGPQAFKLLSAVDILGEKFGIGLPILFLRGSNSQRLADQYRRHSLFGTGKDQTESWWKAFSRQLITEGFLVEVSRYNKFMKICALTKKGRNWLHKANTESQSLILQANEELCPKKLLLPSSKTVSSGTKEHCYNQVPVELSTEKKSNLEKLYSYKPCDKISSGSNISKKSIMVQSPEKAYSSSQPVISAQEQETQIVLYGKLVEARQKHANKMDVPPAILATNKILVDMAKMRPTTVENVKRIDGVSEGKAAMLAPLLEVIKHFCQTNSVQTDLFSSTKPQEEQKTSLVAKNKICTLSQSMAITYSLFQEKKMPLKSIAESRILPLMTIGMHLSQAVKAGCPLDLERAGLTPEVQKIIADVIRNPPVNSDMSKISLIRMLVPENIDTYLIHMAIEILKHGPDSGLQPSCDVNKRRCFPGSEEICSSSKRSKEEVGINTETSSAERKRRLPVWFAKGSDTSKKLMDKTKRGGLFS
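Fluorescence dequenching readout, ex 525 nm/em 598 nm, kinetic mode: forked duplex DNA (100 nM final) with adjacent fluorophore and quencher unwound by WRN (20 nM final) with 2 mM ATP. Compound preincubation 15 min, room temperature.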
PLK1 PBD block: blocks phosphopeptide binding to human PLK1 polo-box domain. hit rate 2.8% among 360,000. Potency, µM, for the others: max response, negative = inhibition, most hits filed as inhibitors. Plk1 PBD binding of FITC phosphopeptide, fluorescence polarization. AID 720504. P53350; further: potency means the concentration at half of the fitted maximal effect; series mostly up to about 57 µM; on the % scale 0 is the no-effect control and ±100 the full control effect; nearly all actives have a fitted effect of over 65% in size
IL2 activator: activators of IL-2 | IL-2 activation reporter assay, cell-based qHTS; stimulated with anti-CD3/CD4/CD28 beads; in transgenic mouse T cells | activation, % (series mostly up to about 46 µM) | hit rate 0.065% among 360,000; in the data active means activation above about 50%; inconclusive means mostly about 30% to 49%; further: 0% is about no effect
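Unstimulated transgenic mouse T cells, 750 per well, received compound and, after 60 minutes, anti-CD3/anti-CD4 bead plus anti-CD28 stimulation. EGFP and DsRed were quantified after 18 hours.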
D3 antag: antagonists of human D3 dopamine receptor. P35462. D3R cells, DiscoveRx beta-arrestin luminescence, antagonist mode; stronger effect = lower value. max response, negative = inhibition, %. hit rate 2.5% among 360,000. AID 652054; in the data active means max response below about -50%; inconclusive means no clear call, values can overlap the other calls; further: on the % scale 0 is the no-effect control and ±100 the full control effect; mostly tested at two doses, the higher about 12 µM
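Cells plated overnight at 1500 cells/well, then exposed to library compounds with dopamine controls for 90 minutes at 37 degrees C. DiscoveRx reagent added for 30–60 minutes at room temperature; luminescence read, quantitative HTS format.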
PI5P4K alpha inh: PI5P4K alpha (human) kinase inhibition. P48426. PI5P4Kalpha enzyme, ADP-Glo luminescence, 60 min; stronger effect = lower value. max response, %. hit rate 1.2% among 330,000. AID 652105; active means max response of -50% or lower; inconclusive means between -30% and -50%; inactive means -30% or higher; further: value at the top dose of about 77 µM; on the % scale 0 is the no-effect control and ±100 the full control effect
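PI5P4Kalpha ADP-Glo assay; 5 microM ATP final; 60 min RT reaction; HEPES pH 7.4/EGTA/CHAPS, 5% DMSO; controls lacking substrate or enzyme; luminescent end-point.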
GLP1R ag: agonists of human GLP-1 receptor; hit rate 0.007% among 380,000; P43220; HEK293 GLP-1R CRE-luciferase, luminescence, 4-6 h; cells express a hypersensitive GLP-1R form; Potency, µM (doses to about 45.6 µM), for the others: top-dose activation, usual class: activators; further: potency means the concentration at half of the fitted maximal effect; % of control where 0% means no effect
D3 ag: D3 dopamine receptor (human) agonism; D3R DiscoveRx beta-arrestin cells, luminescence, 90 min; max activation, %; hit rate 0.58% among 410,000; AID 652048; in the data active means max activation above about 30%; further: 0% is about no effect; mostly tested at two doses, the higher about 12 µM
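Agonist-mode cell screen: cells plated at 1500/well and incubated overnight at 37 °C, then exposed to library compounds for 90 min at 37 °C. Detection reagent was added for 30–60 min at room temperature, and luminescence was read.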
* hit, by the source's call; [ ] = remark or other dose. Unless noted, the call rests on the fitted dose curve; in most records, active means well fitted curve in the direction sought with a large enough effect; inconclusive means small, poorly fitted or top-dose-only effect, or another doubt; inactive means no such curve, though single readings can be large; an effect the other way counts as inactive or inconclusive.

What do the screens show for `COc1ccc(C2C(C(=O)c3ccccc3)=C(C)Nc3nc4ccccc4n32)cc1OC` (stereo unspecified)?
HEK293 tox: 6%; GLP-1R inv ag: inconclusive; WRN helicase inh: 1%; PLK1 PBD block: -3%; IL2 activator: -2.7; D3 antag: 0; PI5P4K alpha inh: -1; GLP1R ag: -11%; D3 ag: 1

What do the screens show for `CCCn1nc(C(=O)NCc2ccccn2)c2ccccc2c1=O`?
HEK293 tox: -3%; GLP-1R inv ag: 17%; WRN helicase inh: 8%; PLK1 PBD block: 2%; IL2 activator: -2.0; D3 antag: 16; PI5P4K alpha inh: 0; GLP1R ag: 3%; D3 ag: -1

What do the screens show for `O=C(O)c1ccc(CN(c2ccccn2)S(=O)(=O)c2ccccc2)cc1`?
HEK293 tox: 4%; GLP-1R inv ag: -4%; WRN helicase inh: -11%; PLK1 PBD block: -4%; IL2 activator: -0.3; D3 antag: -16; GLP1R ag: 2%; D3 ag: 8

What do the screens show for `O=C(NCc1cccnc1)c1cc(-c2ccc(Cl)cc2)oc1C(F)(F)F`?
HEK293 tox: -2%; GLP-1R inv ag: inconclusive; WRN helicase inh: -11%; PLK1 PBD block: -4%; IL2 activator: -2.9; D3 antag: -4; PI5P4K alpha inh: 10; GLP1R ag: 15%; D3 ag: 4

What do the screens show for `O=C(NCCO)C1(c2ccc(Cl)cc2)CCCC1`?
HEK293 tox: -12%; GLP-1R inv ag: 0%; WRN helicase inh: -9%; PLK1 PBD block: -3%; IL2 activator: -2.7; D3 antag: 0; PI5P4K alpha inh: -2; GLP1R ag: 5%; D3 ag: 7

Results for CCCCCCSc1ccc(-c2nc3cnccn3c2NCCCC)cc1 ?
HEK293 tox: 155%[activator]; GLP-1R inv ag: -9%; WRN helicase inh: -14%; PLK1 PBD block: 7%; IL2 activator: 0.2; D3 antag: 159; PI5P4K alpha inh: 1; GLP1R ag: 18%; D3 ag: 63*

How did Cc1ccc(C(=O)N2CCCc3ccccc32)c(F)c1F do in these assays?
HEK293 tox: -17%; GLP-1R inv ag: inconclusive; WRN helicase inh: -9%; PLK1 PBD block: -6%; IL2 activator: 0.4; D3 antag: -15; PI5P4K alpha inh: -3; GLP1R ag: 4%; D3 ag: -3

What do the screens show for `C=CCN1C(=O)c2ccc(C(=O)N(CC(C)C)c3c(N)n(CCCC)c(=O)[nH]c3=O)cc2C1=O`?
HEK293 tox: 3%; GLP-1R inv ag: 2%; WRN helicase inh: 3%; PLK1 PBD block: 5%; IL2 activator: -3.5; D3 antag: 2; PI5P4K alpha inh: 0; GLP1R ag: 8%; D3 ag: 3

Results for Cc1cccnc1NC(=O)c1ccc(OCc2c(C)noc2C)cc1 ?
HEK293 tox: -10%; GLP-1R inv ag: 39%[activator]; WRN helicase inh: -2%; PLK1 PBD block: -2%; IL2 activator: -0.7; D3 antag: 2; PI5P4K alpha inh: -4; GLP1R ag: 0%; D3 ag: -8

What do the screens show for `CC(C)COC(=O)/C(C#N)=C/c1c[nH]c2ccccc12`?
HEK293 tox: 11%; GLP-1R inv ag: inconclusive; WRN helicase inh: -16%; PLK1 PBD block: 16%; IL2 activator: -2.4; D3 antag: 11; PI5P4K alpha inh: 0; GLP1R ag: 8%; D3 ag: -5

Results for CCc1cccc(NC(=O)Nc2cccs2)c1 ?
HEK293 tox: -22%; GLP-1R inv ag: inconclusive; WRN helicase inh: -17%; PLK1 PBD block: -20%; IL2 activator: -0.2; D3 antag: 0; PI5P4K alpha inh: -23; GLP1R ag: -18%; D3 ag: 1

How did Cc1nn(CC(=O)NC(C)CCc2ccccc2)c(=O)c2nn(-c3ccccc3)c(C)c12 (stereo unspecified) do in these assays?
HEK293 tox: -3%; GLP-1R inv ag: inconclusive; WRN helicase inh: -4%; PLK1 PBD block: inconclusive; IL2 activator: -5.6; D3 antag: -6; PI5P4K alpha inh: 6; GLP1R ag: -3%; D3 ag: 3

What do the screens show for `C[C@@H]1COC(=O)[C@@H](CC(=O)OC(C)(C)C)C/C=C\C[C@@H](CC(=O)N(CCO)Cc2ccccc2)C(=O)N1`?
HEK293 tox: 1%; GLP-1R inv ag: 5%; WRN helicase inh: -10%; PLK1 PBD block: -6%; IL2 activator: 0.6; D3 antag: 0; PI5P4K alpha inh: -9; GLP1R ag: 5%; D3 ag: -18

Results for CNS(=O)(=O)c1cccc(C(=O)NNC(=O)CN(C)S(=O)(=O)c2ccc(Cl)cc2)c1 ?
HEK293 tox: 6%; GLP-1R inv ag: 11%; WRN helicase inh: -10%; PLK1 PBD block: 2%; IL2 activator: -0.6; D3 antag: 1; PI5P4K alpha inh: 0; GLP1R ag: -1%; D3 ag: -4

Results for C[C@H]1CN([C@@H](C)CO)C(=O)CCCn2nncc2CO[C@@H]1CN(C)Cc1ccc(Oc2ccccc2)cc1 ?
HEK293 tox: 2%; GLP-1R inv ag: -3%; WRN helicase inh: 2%; PLK1 PBD block: -14%; IL2 activator: -2.6; D3 antag: -11; PI5P4K alpha inh: -9; GLP1R ag: 4%; D3 ag: -5

How did Cc1ccc(-n2c(C)cc(C=C(C#N)C#N)c2C)cc1 do in these assays?
HEK293 tox: 11%; GLP-1R inv ag: -9%; WRN helicase inh: -5%; PLK1 PBD block: -2%; IL2 activator: -0.3; D3 antag: 11; PI5P4K alpha inh: 7; GLP1R ag: 21%; D3 ag: -1

How did ClC(Cl)(Cl)C1=NCc2nnn(Cc3ccccc3)c2N1 do in these assays?
HEK293 tox: -2%; GLP-1R inv ag: 13%; WRN helicase inh: 0%; PLK1 PBD block: -7%; IL2 activator: -0.5; D3 antag: -7; PI5P4K alpha inh: -13; GLP1R ag: 17%; D3 ag: -1

How did c1ccc2c(c1)COc1c3ncccc3nn1-2 do in these assays?
HEK293 tox: 0%; GLP-1R inv ag: 19%; WRN helicase inh: 7%; PLK1 PBD block: -15%; IL2 activator: -4.2; D3 antag: -8; PI5P4K alpha inh: -12; GLP1R ag: 6%; D3 ag: -14

How did CCOc1ccc(-n2c(Cc3cc(=O)[nH]c(=O)[nH]3)nnc2SCC(=O)OC)cc1 do in these assays?
HEK293 tox: 3%; GLP-1R inv ag: -2%; WRN helicase inh: 5%; PLK1 PBD block: inconclusive; IL2 activator: 0.1; D3 antag: inconclusive; PI5P4K alpha inh: -1; GLP1R ag: -6%; D3 ag: -12

Results for COC(=O)c1nc(NC(=O)c2ccccc2Cl)n[nH]1 ?
HEK293 tox: -8%; GLP-1R inv ag: -1%; WRN helicase inh: 18%; PLK1 PBD block: inconclusive; IL2 activator: -1.5; D3 antag: -60*; PI5P4K alpha inh: -4; GLP1R ag: 6%; D3 ag: 6

Results for Cc1cccc(CN(C)C)c1CC(O)(c1ccccc1)c1ccccc1 ?
HEK293 tox: 1%; GLP-1R inv ag: 1%; WRN helicase inh: 6%; PLK1 PBD block: -1%; IL2 activator: 0.0; D3 antag: 0; PI5P4K alpha inh: 1; GLP1R ag: 0%; D3 ag: 9

Results for O=C(Nc1cc(Cl)ccc1-n1cncn1)c1cncc(Br)c1 ?
HEK293 tox: 21%; GLP-1R inv ag: 53%[activator]; WRN helicase inh: -6%; PLK1 PBD block: -2%; IL2 activator: 0.9; D3 antag: -5; PI5P4K alpha inh: 0; GLP1R ag: 1%; D3 ag: -8

What do the screens show for `O=C(Nc1ccncc1)c1cc(-c2ccccn2)nc2ccc(Br)cc12`?
HEK293 tox: 2%; GLP-1R inv ag: 2%; WRN helicase inh: -8%; PLK1 PBD block: -3%; IL2 activator: 0.6; D3 antag: 8; PI5P4K alpha inh: 6; GLP1R ag: -6%; D3 ag: 5

How did O=S(=O)(C/C(=C/CO)S(=O)(=O)c1ccccc1)c1ccccc1 do in these assays?
HEK293 tox: -28%; GLP-1R inv ag: -5%; WRN helicase inh: -28%; PLK1 PBD block: inconclusive; IL2 activator: -3.5; D3 antag: -59*; GLP1R ag: -14%; D3 ag: -34

How did COc1ccc(CCNC(=O)COC(=O)c2cc(Cl)nc(Cl)c2)cc1 do in these assays?
HEK293 tox: -6%; GLP-1R inv ag: 15%; WRN helicase inh: 2%; PLK1 PBD block: -7%; IL2 activator: -0.1; D3 antag: 6; PI5P4K alpha inh: -2; GLP1R ag: -4%; D3 ag: 2

Results for Cn1cc(CN2CCN(Cc3ccccc3)CC2)c(-c2cccc(Cl)c2)n1 ?
HEK293 tox: inconclusive; GLP-1R inv ag: inconclusive; WRN helicase inh: -9%; PLK1 PBD block: 6%; IL2 activator: -0.8; D3 antag: -11; PI5P4K alpha inh: 1; GLP1R ag: 5%; D3 ag: -20

What do the screens show for `O=C(CCc1ccccc1)NCCc1cccs1`?
HEK293 tox: 1%; GLP-1R inv ag: -14%; WRN helicase inh: -5%; PLK1 PBD block: -11%; IL2 activator: 0.8; D3 antag: -7; PI5P4K alpha inh: -2; GLP1R ag: 3%; D3 ag: 7

What do the screens show for `Cc1cccc(NC(=O)CCS(=O)(=O)c2cc3c(cc2Cl)NC(=O)CO3)c1`?
HEK293 tox: 2%; GLP-1R inv ag: -13%; WRN helicase inh: 3%; PLK1 PBD block: 12µM*; IL2 activator: -2.3; D3 antag: 9; PI5P4K alpha inh: -18; GLP1R ag: 0%; D3 ag: 3

What do the screens show for `CCOC(=O)C1(Cc2ccccc2Cl)CCN(C(=O)CN2CCOC2=O)CC1`?
HEK293 tox: -9%; GLP-1R inv ag: 13%; WRN helicase inh: 7%; PLK1 PBD block: -4%; IL2 activator: -2.1; D3 antag: 2; PI5P4K alpha inh: 3; GLP1R ag: 7%; D3 ag: 3

Two records picked at random from the list so far, as already listed:
How did COc1ccc(CCNC(=O)COC(=O)c2cc(Cl)nc(Cl)c2)cc1 do in these assays?
HEK293 tox: -6%; GLP-1R inv ag: 15%; WRN helicase inh: 2%; PLK1 PBD block: -7%; IL2 activator: -0.1; D3 antag: 6; PI5P4K alpha inh: -2; GLP1R ag: -4%; D3 ag: 2

What do the screens show for `Cc1cccc(NC(=O)CCS(=O)(=O)c2cc3c(cc2Cl)NC(=O)CO3)c1`?
HEK293 tox: 2%; GLP-1R inv ag: -13%; WRN helicase inh: 3%; PLK1 PBD block: 12µM*; IL2 activator: -2.3; D3 antag: 9; PI5P4K alpha inh: -18; GLP1R ag: 0%; D3 ag: 3

Source: PubChem
